Compound activity (PubChem)
Pf Dd2 growth: blocks in vitro growth of P. falciparum Dd2 | P. falciparum Dd2 growth, SYBR Green, 72 h | Potency, µM (series often up to 28.9 µM), without a hit: at the highest dose activity, negative = inhibition, most hits filed as inhibitors | 120,000 tested, 4.3% active | AID 1347417; active = well fitted inhibition curve with a large enough effect; inconclusive = small, poorly fitted or top-dose-only effect; inactive = no such curve, though single readings can be large or run the other way;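 also: plate controls were DMSO vehicle for no effect and reference drug for full effect; nearly all actives have a fitted effect of over 65% in size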
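Infected erythrocytes (Dd2, 0.3% parasitemia, 2.5% hematocrit final) are added to compound in RPMI-1640/Albumax II medium, grown 72 h at 37C in low oxygen, then lysed with saponin/Triton-X containing SYBR Green and read by fluorescence.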
Numbers without * were called inactive; i = inactive; u = inconclusive; [ ] = another dose, or the depositor's remark. Potency is read from the fitted curve at half-maximal effect. These rows are one share of the data (hit frequency here may not be typical).

structure	Pf Dd2 growth
COc1cccc(NC(=O)O[C@@H]2CC[C@]3(C)C(CC[C@@H](O)[C@H]3CC(=O)N3CC[C@H](NC(C)=O)C3)[C@]2(C)CO)c1 (some centres not stated)	-4.4%
COc1ccc(C(=O)N2CC3CC(C2)[C@H]2CCCC(=O)N2C3)c(C)c1 (some centres not stated)	-7.2%
COc1ccc(-c2cc(N3CCN(C(=O)c4c[nH]c5ccccc45)CC3)n[nH]2)cc1	u
CCOc1ccc(CCNC(=O)CCCn2c(=O)c3cccn3c3ccccc32)cc1	i
O=C1CCCCN1CC(=O)N1CCCC(CCc2ccc(F)cc2F)C1 (configuration not stated)	-2.8%
COc1ccc(OC)c(NC(=O)c2ccc3c(SCC(=O)O)c4c(nc3c2)CCCC4)c1	10µM*
O=C(CC1C(=O)NCCN1Cc1cccc(Oc2ccccc2)c1)NCc1ccoc1 (configuration not stated)	1.0%
O=C(c1cc2ccccc2o1)N1CCCC2(COc3ccccc3[S+](=O)([O-])N2)C1 (configuration not stated)	3.1%
O=C(c1ccc(=O)[nH]c1)N1C[C@@H](COCC2CC2)[C@H](c2ccncc2)C1	13.6%
CC(C)N(C)Cc1ccc(-c2nc(-c3ccncc3)cc(=O)[nH]2)cc1	-15.2%
CC(=O)Nc1ccc(CN2CCC3(CC2)CC(NC(C)=O)c2ccccc2O3)cc1 (configuration not stated)	-8.0%
Cc1cc(C)c(Cn2c(C(O)c3ccccc3)nc3ccccc32)c(C)c1 (configuration not stated)	3.16µM*
COCCN1C(=O)CC[C@]2(C(=O)NCc3cccnc3)CCCC[C@@H]12	-2.8%
CNC(=O)CCn1ncc2cc(OC3CCc4cccc(-c5cccc(CO)c5)c43)ccc21 (configuration not stated)	u
Cc1cnc(CNC(=O)CC2C(=O)NCCN2CCCc2ccccc2)cn1 (configuration not stated)	i
Cc1noc(C)c1S(=O)(=O)N1CC(n2cc(C(=O)NCc3ccncc3)nn2)C1	9.0%
CCN(CC)c1nc2c(S(=O)(=O)c3ccc(C)cc3)nnn2c2ccsc12	i
Cc1ccc(OCc2ccc(-c3nc(C#N)c(N4CCC(C)CC4)o3)o2)cc1	-4.0%
CC(=O)Nc1ccccc1-c1c(C)nn2c1N(CCCc1ccccc1)CCC2	-20.7%[44.1 µM]
CCCc1nn2c(=O)cc(COC(=O)c3cccc(NC(=O)CCc4ccccc4)c3)nc2s1	94.1%[activator]
CC(C)(C)OC(=O)N1CCC(c2c(C(=O)N3CCN(C(=O)c4ccco4)CC3)cnn2-c2cccc(Cl)c2)CC1	10µM*
CCc1cn(C[C@H](NC(=O)c2ccco2)C(=O)O)c(=O)[nH]c1=O	3.9%[44.1 µM]
COc1ccccc1CNC(=O)CCn1c(=O)c2ccccc2n(CC(=O)Nc2ccc(Br)cc2F)c1=O	i
CN(C)C(=O)c1cc(-c2ccc(Cl)cc2Cl)c2cnn(C)c2n1	12.9%
COc1ccc(C2=C(C)C(N3CCC(C(=O)NCc4ccco4)CC3)=NS2(=O)=O)cc1	8.6%
COc1ccccc1-c1cc([C@H]2CN3CC[C@H]2C[C@@H]3CNC(C)=O)n(C)n1	u
Cc1ccc(CNCc2ccccc2)s1	-10.0%
Cc1ccc(NC(=O)CN2C(=O)C(C)(C)c3ccccc32)cc1	-12.3%
CCc1ccc(NC(=O)C(NS(=O)(=O)c2cccc3nsnc23)c2ccccc2)cc1 (configuration not stated)	-10.4%
Cc1ccc(C(=O)N2CCOc3ccc(CN4CCc5ccccc5C4)cc3C2)cn1	u
COc1ccc(C2C(C(N)=O)=C(C)Nc3nc(CCCO)nn32)c(OC)c1 (configuration not stated)	21.4%
CC(C)S(=O)(=O)N1CCC(c2nnc3n2CCNC3)CC1	-11.2%
O=c1c(-c2cccs2)ccc2n1C[C@H]1C[C@@H]2CN(C2CCOCC2)C1	u
Cc1nc(N2CCC(NC(=O)c3cccs3)CC2)cc(C(F)(F)F)n1	5.01µM*
CC(=O)Nc1ccc(CN2CC[C@H](c3nnc(C)o3)C2)cc1	8.4%[44.1 µM]
COc1cccc(CN[C@@H]2CCC[C@@H](C(=O)NCc3cc(C)on3)CC(=O)N(C)C2)c1	-3.4%[44.1 µM]
CC(C)Cc1cc(C[C@@H]2C[C@H](NC(=O)NC(C)C)C2(C)C)no1	u
COc1ccc(CN2C(=Nc3ccc(Cl)cc3)S[C@H]3[C@@H]2[C@@H](O)[C@H](O)C[C@@H]3C(N)=O)cc1	0.9%
CN1CC(=O)N(C2CCCNC2)Cc2c(NCCOc3ccccc3)ncnc21 (configuration not stated)	-5.8%
COC[C@@H]1CN(Cc2c(C)noc2C)C[C@H]1C(=O)NC1CC1	-2.0%
COCCOC1CCN(C(C(=O)O)c2cc(C)c(OC)c(C)c2)CC1 (configuration not stated)	3.5%
COc1ccc(CCNC(=O)c2ccc3c(c2)CCN3S(=O)(=O)c2ccccc2)cc1OC	i
CCOc1ccc(C(c2c(C)[nH]n(-c3ccccc3)c2=O)c2c(C)[nH]n(-c3ccccc3)c2=O)cc1OC	45.1%[activator]
O=C(NCCN1CCN(c2ccccc2F)CC1)C1COc2ccccc2C1 (configuration not stated)	2.9%
O=C1NCc2ccccc2CC12CCN(Cc1c(F)cccc1F)CC2	-25.0%
CCN(CC)C(=O)C1=CC(c2ccc3c(c2)OCO3)=NS(=O)(=O)N1C	-0.4%
N[C@@H](Cc1cnc[nH]1)C(=O)N1CCC2(CC1)Nc1ccccc1NC2=O	3.5%
CC(C)CCNC(=O)[C@@H](c1ccccc1)N1Cc2ccccc2C1=O	i
Cc1ccc(C(=O)N[C@@H]2CN(c3ncccn3)C[C@H]2CO)cn1	-22.8%
CC(C)CN1Cc2ccccc2-n2ccnc2C12CCN(C(=O)c1ccn[nH]1)CC2	u

Remaining list, next part.
structure	Pf Dd2 growth
COCCOc1ccc2c(n1)CCN(C(=O)c1ccc(OC)cc1OC)C2	-2.2%
Cc1ncoc1C(=O)NCC1Cn2cccc2C(=O)N1C (configuration not stated)	27.0%
COc1ccc(N2CCN(C(=O)c3nn(-c4ccc(C)cc4)c(=O)n(C)c3=O)CC2)cc1	u
COc1cc(NC(=O)N[C@H]2CO[C@H]3[C@@H]2OC[C@@H]3Nc2nccc(-c3ccc(-c4ccccc4)cc3)n2)cc(OC)c1	-27.1%
COc1ccc(-c2cc([C@H]3CN4CC[C@H]3C[C@@H]4CNC(=O)c3ccc(N(C)C)cc3)n(C)n2)cc1	-24.6%
CC1(C(=O)NCc2cccc3ccccc23)CCOCC1	7.1%[44.1 µM]
Cn1c(=O)oc2cc(S(=O)(=O)NCCC(=O)Nc3ccc(F)c(Cl)c3)ccc21	u
COc1ccc(C(=O)N2CCC(c3nc(C4CCOCC4)no3)CC2)cn1	u
COc1cccc(CSc2nc3ccccc3c3nc(CCn4c(C)nc5ccccc54)nn23)c1	6.5%
CCn1c2c(c(=O)n3ncc(C(=O)N4CCN(c5ccccc5)CC4)c13)CN(Cc1ccc(OC)cc1)CC2	u
CC(C)(C)c1cc(C(=O)NCCc2ccc(Cl)cc2)nn2cccc12	-6.4%
CCOc1ccc(CCNC(=O)c2ccc(-c3nc(CSc4ccccc4)c(C)o3)cc2)cc1	i
CN(C)C(=O)C1CN(C(=O)CCCc2ccccc2)CC12CCOCC2 (configuration not stated)	8.5%
COCc1nncn1C1CCN(C(=O)c2cc(F)cc(F)c2)CC1	5.6%
OC1(CN2CCN(CCc3ccccn3)CC2)CCCNC1 (configuration not stated)	-3.2%
N#Cc1cccc(-c2cn3c(n2)N(C(=O)c2ccoc2)CCC3)c1	i
Fc1ccc(-c2cccc(CN3CC4CCC(C3)N4c3ccc(C(F)(F)F)cc3)c2)c(F)c1	-2.5%
CCOC(=O)C1(Cc2ccccc2C)CCCN(Cc2nccn2CC)C1 (configuration not stated)	10µM*
Cc1cc2nc(-c3ccc(OCc4ccc(F)cc4)cc3)cc(C(F)(F)F)n2n1	5.7%
CCCN(C)C(=O)CCC[C@H]1NC[C@@H]2C[C@H]1CN(Cc1ccccc1)C2	-27.0%
O=C(N[C@H]1CCN2C(=O)c3cc(-c4ccccc4F)ccc3NC(=O)[C@H]12)c1cccs1	u
O=C(c1cc(Cl)ccc1F)N1CCC(Cc2nc(-c3cnccn3)no2)CC1	-7.8%
O=C1CC(c2cccc(Cl)c2Cl)c2cc3c(cc2N1)OCCO3 (configuration not stated)	-13.6%
CCOc1cccc2sc(N(Cc3cccnc3)C(=O)c3ccco3)nc12	u
COCCN1C(=O)c2ccccc2C(C(=O)NCCc2c[nH]c3ccccc23)C12CCCC2 (configuration not stated)	-3.6%
COc1ccccc1CCNC(=O)Cc1ccc(NC(=O)N2CCSc3ncccc32)cc1	56.0%[activator]
Cc1ccc(Cn2c(C)c(CNCc3ccc(OC(C)C)cc3)c(C(=O)O)c2C)cc1	u
COc1cccc(NC(=O)CSc2nc(=O)n(Cc3ccccn3)c3c2CCC3)c1	12.7%
COCC(=O)NC1CCC12CCN(S(=O)(=O)C(C)C)CC2 (configuration not stated)	-22.5%
CC(C)NC(=O)N1C[C@@H](F)[C@@H](OCc2nc3ccccc3o2)C1	-14.2%[44.1 µM]

Reformatted with each value named: 4 of the compounds above.
SMILES: COCC(=O)NC1CCC12CCN(S(=O)(=O)C(C)C)CC2 (configuration not stated)
  Pf Dd2 growth = -22.5%

SMILES: CC(C)NC(=O)N1C[C@@H](F)[C@@H](OCc2nc3ccccc3o2)C1
  Pf Dd2 growth = -14.2%[44.1 µM]

SMILES: COc1ccccc1CCNC(=O)Cc1ccc(NC(=O)N2CCSc3ncccc32)cc1
  Pf Dd2 growth = 56.0%[activator]

SMILES: O=C(N[C@H]1CCN2C(=O)c3cc(-c4ccccc4F)ccc3NC(=O)[C@H]12)c1cccs1
  Pf Dd2 growth = u

The listing continues.
structure	Pf Dd2 growth
CC(C)c1noc(-c2cccn3c(CNC(=O)c4ccc(Cl)cc4)nnc23)n1	i
CCc1ccccc1NC(=O)C(=O)c1cc(C)n(-c2ccccc2F)c1C	u
COc1ccc(NC(=O)C2CCN(c3cc(C(F)(F)F)ncn3)CC2)c(OC)c1	-9.7%
CCN(C(=O)c1cc2c(Cl)nc3ccc(C)cc3c2s1)c1cc(OC)ccc1OC	8.91µM*
CNC(=O)N1C[C@@H](CN(C)C)[C@H](NS(=O)(=O)c2c(C)noc2C)C1	19.2%
CCOc1ccc(C(=O)N[C@H]2C[C@@H]3OCC[C@H]23)cc1OCC	-8.5%
CNC(=O)N1CCCCCCNC(=O)[C@@H]2C[C@@H](c3nc(-c4cccnc4)no3)C[C@@H]21	i
O=C(C1CC1)N1CCCN(Cc2ccc3c(c2)OCO3)c2ccccc21	8.91µM*
Cc1ccc2nc(NC(=O)CSc3nccn3-c3ccc(Cl)cc3)sc2c1	i
CCN(CC)c1ccc(NS(=O)(=O)c2ccc(-c3coc(C)n3)cc2)c(C)c1	u
C[C@@H]1CN(C(=O)c2ccc3c(c2)N(C)C(=O)CO3)C[C@@]1(O)C1CCC1	-4.9%
Cn1cc(-c2cccc(O)c2)c2nc(COc3ccc(Cl)cc3)cn2c1=O	u
COc1ccc2c(c1)c(CN1CCC3(CC1)CC(O)CCO3)cn2C (configuration not stated)	-1.8%
CC(=O)N1CCCC(c2nn(C)c(=O)n2C2CCCC2)C1 (configuration not stated)	u
Cc1noc(C)c1[S+](=O)([O-])N1CCC2(CC1)C(=O)NN=C2c1ccccn1	i
CN(C)C[C@@H]1CN(S(C)(=O)=O)C[C@H]1NC(=O)c1cccc2[nH]ccc12	i
Cc1ccc(Cl)cc1NC(=O)CC1Sc2ccccc2NC1=O (configuration not stated)	-2.0%
CC1=C(c2ccc(F)cc2)S(=O)(=O)NC1=NCc1ccccc1F	79.1%[activator]
COc1cccc(N2CCN(C(=O)CN3CC4CC(C3)[C@H]3CCCC(=O)N3C4)CC2)c1 (some centres not stated)	-7.7%
COC[C@@H]1CN(C(=O)c2ccnc(C)c2)C[C@H]1c1nc(C2CC2)no1	-8.9%
C#CCNC(=O)CC[C@H]1CNC(=O)[C@@H]2[C@@H](CCN2Cc2ccc(O)cc2)N1C	-8.6%[44.1 µM]
CC1=C(C(=O)Nc2cccc(F)c2)C2(CCCCC2)OC1=O	4.2%
O=C(c1cn2c(n1)CNCC2)N1C[C@H](c2ccccc2)[C@@H]2[C@H]1C1CCN2CC1	0.4%
CN1C(=O)CC(C(=O)O)C12CCN(Cc1ccccc1OC1CCCC1)CC2 (configuration not stated)	-11.6%
Cc1ccc(C(=O)NC[C@H]2O[C@@H](CC(=O)N3CCc4ccccc43)[C@H](O)[C@@H]2O)cc1	i
CN1CCOc2c(C(=O)NCc3cnn(C)c3)cc(-c3cccnc3)cc21	-3.5%[44.1 µM]
COc1ccccc1N1CCN(C2CCCN(Cc3cccc(C)n3)C2)CC1 (configuration not stated)	u
CC(=O)Nc1ccc(-c2c(-c3ccc4c(c3)OCO4)nn(-c3cc(C)ccc3C)c2OC(C)=O)cc1	u
Cc1ccc(Cl)cc1NC(=O)CSCc1cnn(-c2ccccc2)c1-n1cccc1	-10.8%
O=C1CC2CCCC(C1)N2C(=O)c1ccccc1	6.9%[44.1 µM]
Cc1ccc(-n2c(=O)c3cccnc3n2CC(=O)NCc2ccc(Cl)cc2)cc1	-6.1%
O=C(NC[C@H]1Cn2c(-c3ccc(F)cc3)cnc2CO1)C1CCCC1	-15.6%[44.1 µM]
